Screening data from PubChem BioAssay.
S1P3 ag = human S1P3 receptor agonists, primary screen, cell-based, primary and confirmation, NFAT-BLA reporter | 0.1% of 60,000 active | Sphingosine 1-phosphate receptor 3 (Homo sapiens), Q99500 | S1P3 NFAT-BLA reporter cells, agonism, FRET ratio; relative to 1 µM S1P, basal subtracted | AID 373, 2006 | activation, % at 4.5 µM;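 active means activation above the screen-wide mean plus 3 SD, cut at about 4.5% in these data, passing the limit was not always enough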; further: some compounds called inactive have numbers as strong as hits
Target sequence (Q99500 whole entry, looked up): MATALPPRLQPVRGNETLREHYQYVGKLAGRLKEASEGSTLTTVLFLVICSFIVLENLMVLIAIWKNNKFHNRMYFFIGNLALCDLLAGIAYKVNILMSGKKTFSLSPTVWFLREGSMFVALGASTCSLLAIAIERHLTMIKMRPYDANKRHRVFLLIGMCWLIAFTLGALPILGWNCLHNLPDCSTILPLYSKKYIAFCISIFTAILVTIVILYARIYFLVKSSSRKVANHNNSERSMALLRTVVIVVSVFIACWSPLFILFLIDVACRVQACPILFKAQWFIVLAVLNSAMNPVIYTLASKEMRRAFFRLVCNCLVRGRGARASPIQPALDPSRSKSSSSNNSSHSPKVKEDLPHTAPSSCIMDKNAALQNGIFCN
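Benchmarks: high control 1 µM S1P / System: stable CHO line with human S1P3, Gα16, NFAT-BLA reporter / Dosing: single compound concentration, 4.5 µM final / Timing: 4 h compound at 37 °C, 2 h substrate at RT / Measured by: FRET β-lactamase substrate fluorescence, excitation 405 nm, 460/535 nm emission ratio, background-subtracted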
S1P1 ag pot = S1P1 agonists and agonism potentiators, primary screen, cell-based, primary and confirmation screens, CRE-bla reporter; Sphingosine 1-phosphate receptor 1 (Homo sapiens), P21453; S1P1 CRE-bla cells, forskolin, beta-lactamase FRET, potentiator mode; S1P1 agonist co-added at EC20, 2 nM; 100% = saturating reference agonist, 0% = basal; activation, % at 9.5 µM; 0.57% of 56,000 active; AID 449, 2006;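 active means activation above a cutoff set at the mean activation of all tested compounds plus 3 SD, cut at about 54% in these data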;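 further: forskolin at 4 µM as EC80 and the EC20 agonist is SEW2871; 100% = SEW2871 at its EC100 plus forskolin at EC80; some compounds past the cut are filed as inactive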
HTR1E agonist = 5-HT1E receptor agonists, primary screen, cell-based, HTS; 5-hydroxytryptamine receptor 1E (Homo sapiens), P28566; CHO 5-HT1E Ga15 NFAT-bla reporter, FRET; 0% DMSO wells, 100% control agonist wells; activation, % at 6 µM; 0.69% of 65,000 active; AID 574, 2007;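 active means activation above a set limit, the screen-wide mean activation plus 3 SD, cut at about 8.5% in these data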;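 further: 100% = positive control agonist at 1 µM giving full maximal response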
M1 ag = M1 muscarinic receptor agonists, primary screen, CHO-M1 cells, Fluo-4 calcium, agonist mode; Fluo-4 calcium fluorescence; hits give high values; B-score at 10 µM; Muscarinic acetylcholine receptor M1; 3% of 64,000 active;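 active means fluorescence rise, raw or as B-score row- and column-corrected plate score, outside the 99.7% band of its plate's samples, either direction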
5HT1E antag = 5-HT1E receptor antagonists, primary screen, cell-based, HTS | inhibition, % at 6 µM | 0.99% of 65,000 active | AID 571, 2007 | CHO 5-HT1E Ga15 NFAT-bla reporter, FRET, antagonist;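 active means inhibition above a set limit, the mean inhibition across every tested compound plus 3 SD, cut at about 29% in these data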;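 further: signal is the 460 over 535 nm emission ratio of beta-lactamase substrate; 0% = agonist plus DMSO wells and 100% = wells without agonist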
HEK293 NFkB inh = inhibitors of PMA/ionomycin-induced NF-kB reporter, primary screen, antigen receptor NF-kB inhibitor project, cell-based, HEK-293 luciferase reporter, luminescence; HEK-293 NF-kB luciferase reporter; inhibition, % at 3 µM; 0.21% of 62,000 active;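 active means inhibition above the mean of all tested compounds plus 3 SD, cut at about 40% in these data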;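 further: 0% = stimulated DMSO wells and 100% = 10 µM reference inhibitor 5653914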
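Material: HEK-293 cells with stable firefly luciferase reporter driven by four HIV NF-kB elements / Also added: PMA plus ionomycin mix as NF-kB-activating stimulus / Compound dosing: 3 µM once, 0.30% DMSO / Times: 1 h pretreatment, 16 h stimulation, 37 °C / Signal: luminescence / Evaluation: per-plate % inhibition versus controls / Benchmarks: DMSO and 10 µM reference inhibitor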
Jurkat viability = cytotoxicity toward Jurkat T cells, primary screen, cytotoxicity control, cell-based, Jurkat E6.1, 60K MLSMR library; inhibition, % at 4 µM; 1.2% of 56,000 active; Jurkat E6.1 viability, ATP luminescence, 48 h;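 active means inhibition above the mean inhibition of all tested compounds plus 3 SD, cut at about 28% in these data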
HER2 expr 66K = inhibitors of Her2 protein expression, primary screen, SKBR-3 cells, AlphaScreen, 66K library; SKBR-3 HER2 protein level, 18-24 h; hits give low values; HER2 level % of control, % at 10 µM; 0.69% of 65,000 active; Receptor tyrosine-protein kinase erbB-2 (Homo sapiens), P04626; AID 645, 2007;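 active means HER2 level under 5% of the carrier-only control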;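 further: 100% = DMSO carrier and 0% = 500 nM PU-H71 HSP90 inhibitor; lower value means stronger loss of Her2 protein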
M1 antagonist = antagonists of rat M1 muscarinic receptor; 3.4% of 64,000 active; CHO-M1 cells, Fluo-4 calcium, ACh EC80 antagonist mode; hits give low values; AID 628, 2007; B-score at 10 µM;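 active means calcium fluorescence response, raw or row-and-column corrected B-score, differing from the plate sample mean either way at a set confidence level, mostly lower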
Target sequence (P08482 whole entry, looked up): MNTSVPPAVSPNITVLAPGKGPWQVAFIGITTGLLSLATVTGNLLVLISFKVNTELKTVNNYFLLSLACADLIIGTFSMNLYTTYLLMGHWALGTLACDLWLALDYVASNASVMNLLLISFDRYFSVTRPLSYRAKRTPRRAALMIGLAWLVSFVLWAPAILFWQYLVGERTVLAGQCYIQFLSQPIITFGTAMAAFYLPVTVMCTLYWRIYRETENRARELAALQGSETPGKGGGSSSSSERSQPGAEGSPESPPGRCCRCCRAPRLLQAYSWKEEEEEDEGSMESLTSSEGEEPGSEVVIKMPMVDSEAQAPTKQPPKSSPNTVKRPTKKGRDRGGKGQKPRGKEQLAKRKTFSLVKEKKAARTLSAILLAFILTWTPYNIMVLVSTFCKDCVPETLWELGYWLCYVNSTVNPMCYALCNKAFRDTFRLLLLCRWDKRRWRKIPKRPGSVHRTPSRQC
* = called active by the depositor.

What do the screens show for `CCOC(=O)c1[nH]c(C)c(C(=O)Nc2ccc(C)c(F)c2)c1C`?
S1P3 ag: -0.9; S1P1 ag pot: 17; HTR1E agonist: -1.6; M1 ag: -0.022; 5HT1E antag: 10; HEK293 NFkB inh: -13; Jurkat viability: 49*; HER2 expr 66K: 88; M1 antagonist: -0.25

How did Cn1cccc1Cc1nnc(SCC(=O)N2CCN(c3ccccc3)CC2)n1-c1ccc(F)cc1 do in these assays?
S1P3 ag: -0.4; S1P1 ag pot: -24; HTR1E agonist: 0.1; M1 ag: 0.23; 5HT1E antag: -2; HEK293 NFkB inh: 24; Jurkat viability: -1; HER2 expr 66K: 101; M1 antagonist: 0.43

Results for CC(C(=O)Nc1ccccn1)N1C(=O)C2C3C=CC(C3)C2C1=O (centres undefined) ?
S1P3 ag: -0.2; S1P1 ag pot: -7; HTR1E agonist: -0.6; M1 ag: 0.17; 5HT1E antag: -2; HEK293 NFkB inh: 2; Jurkat viability: -17; HER2 expr 66K: 75; M1 antagonist: 0.0028

How did O=c1c2cnn(-c3ccccc3)c2ncn1Cc1cccnc1 do in these assays?
S1P3 ag: -0.4; S1P1 ag pot: -1; HTR1E agonist: -0.3; M1 ag: -1.2; 5HT1E antag: -2; HEK293 NFkB inh: 14; Jurkat viability: -4; HER2 expr 66K: 146; M1 antagonist: -0.18

Results for O=C(Nc1ccc2c(c1)OCCO2)C1CCCN(c2ncccn2)C1 (centres undefined) ?
S1P3 ag: -1.0; S1P1 ag pot: 7; HTR1E agonist: -1.1; M1 ag: -1.1; 5HT1E antag: -5; HEK293 NFkB inh: -54; Jurkat viability: -13; HER2 expr 66K: 70; M1 antagonist: -0.17

How did COc1ccc(NC(=O)c2cc(OC)c(OC)c(OC)c2)cn1 do in these assays?
S1P3 ag: 0.7; S1P1 ag pot: -2; HTR1E agonist: 0.0; M1 ag: 0.75; 5HT1E antag: 4; HEK293 NFkB inh: 11; Jurkat viability: 0; HER2 expr 66K: 86; M1 antagonist: -0.051

What do the screens show for `O=C(c1cccc(F)c1)N1CCN(S(=O)(=O)c2ccccc2)CC1`?
S1P3 ag: -2.1; S1P1 ag pot: -26; HTR1E agonist: 0.8; M1 ag: 0.39; 5HT1E antag: 8; HEK293 NFkB inh: 15; Jurkat viability: -5; HER2 expr 66K: 107; M1 antagonist: 0.27

Results for Cc1cccc(-n2c(Cc3cc(=O)[nH]c(=O)[nH]3)nnc2SCC(=O)NCc2ccco2)c1 ?
S1P3 ag: 0.9; S1P1 ag pot: -27; HTR1E agonist: -0.4; M1 ag: -0.051; 5HT1E antag: 0; HEK293 NFkB inh: -11; Jurkat viability: -11; HER2 expr 66K: 72; M1 antagonist: 0.33

What do the screens show for `CCOC(=O)c1cnc2sccn2c1=O`?
S1P3 ag: -0.4; S1P1 ag pot: 6; HTR1E agonist: -1.2; M1 ag: 0.048; 5HT1E antag: 0; HEK293 NFkB inh: 15; Jurkat viability: -6; HER2 expr 66K: 150; M1 antagonist: -0.19

What do the screens show for `CCNc1oc(COc2cccc(C)c2)nc1C#N`?
HTR1E agonist: -0.5; M1 ag: -1.9; 5HT1E antag: -3; HEK293 NFkB inh: -3; HER2 expr 66K: 67; M1 antagonist: -0.18

How did COC(=O)c1nc(-c2ccc(C)cc2)oc1N(C)C do in these assays?
S1P3 ag: -0.7; S1P1 ag pot: -4; HTR1E agonist: -0.3; M1 ag: 2.3; 5HT1E antag: 9; HEK293 NFkB inh: 14; Jurkat viability: 3; HER2 expr 66K: 77; M1 antagonist: 0.81

What do the screens show for `O=C(c1ccc(=O)[nH]c1)N(Cc1ccco1)C1(C(=O)NC2CCCCC2)CCCCC1`?
HTR1E agonist: -0.4; M1 ag: 0.12; 5HT1E antag: -2; HEK293 NFkB inh: 15; M1 antagonist: -0.11

How did CSCCC(NC(C)=O)C(=O)Oc1ccc2c3c(c(=O)oc2c1)CCCC3 (centres undefined) do in these assays?
S1P3 ag: -0.1; S1P1 ag pot: -29; HTR1E agonist: -1.0; 5HT1E antag: 0; HEK293 NFkB inh: 12; Jurkat viability: -1; HER2 expr 66K: 69

What do the screens show for `CCOC(=O)N1CCC(n2c(SCC(=O)NCCC3=CCCCC3)nc3ccccc3c2=O)CC1`?
HTR1E agonist: -0.8; M1 ag: 0.48; 5HT1E antag: 19; HEK293 NFkB inh: 16; HER2 expr 66K: 55; M1 antagonist: -0.37

How did COc1ccc(-c2nc(N)nc(C)c2Oc2ccccc2Br)c(O)c1 do in these assays?
S1P3 ag: -2.4; S1P1 ag pot: 17; HTR1E agonist: 0.0; M1 ag: -1.6; 5HT1E antag: -4; HEK293 NFkB inh: 22; Jurkat viability: 11; HER2 expr 66K: 63; M1 antagonist: -2.1

Results for COCCNC(=O)CN(c1cccc(OC)c1)S(=O)(=O)c1ccc(C)cc1 ?
S1P3 ag: -1.1; S1P1 ag pot: -14; HTR1E agonist: 0.1; 5HT1E antag: -4; HEK293 NFkB inh: 16; Jurkat viability: -3; HER2 expr 66K: 94

What do the screens show for `CCOC(=O)COc1cccc2c(=O)n(CC(=O)NCc3ccc4c(c3)OCO4)ccc12`?
S1P3 ag: -0.1; S1P1 ag pot: 16; HTR1E agonist: 0.9; M1 ag: 1.8; 5HT1E antag: 47*; HEK293 NFkB inh: 21; Jurkat viability: 51*; HER2 expr 66K: 93; M1 antagonist: 0.59

Results for CCOc1cc(N2C(=O)CC3CS(=O)(=O)CC32)c(OCC)cc1NC(=O)c1ccccc1 (centres undefined) ?
S1P3 ag: -0.3; S1P1 ag pot: -3; HTR1E agonist: 0.7; M1 ag: -1.2; 5HT1E antag: 2; HEK293 NFkB inh: 9; Jurkat viability: 1; HER2 expr 66K: 106; M1 antagonist: 0.67

How did O=C(CSc1nnnn1C1CCCCC1)Nc1cccc(NC(=O)c2ccco2)c1 do in these assays?
S1P3 ag: -1.8; S1P1 ag pot: -5; HTR1E agonist: -0.2; M1 ag: 2.8; 5HT1E antag: 3; HEK293 NFkB inh: 22; Jurkat viability: -4; HER2 expr 66K: 78; M1 antagonist: 0.11

What do the screens show for `Cc1nc2c3c(-c4ccccc4)nc(N4CCOCC4)nc3nn2c(C)c1CCC(=O)O`?
S1P3 ag: 0.5; S1P1 ag pot: -32; HTR1E agonist: 0.1; M1 ag: -0.25; 5HT1E antag: -5; HEK293 NFkB inh: -1; Jurkat viability: -7; HER2 expr 66K: 77; M1 antagonist: 0.095

Part of the list above in order of count of non-hydrogen atoms, rising:
How did COC(=O)c1nc(-c2ccc(C)cc2)oc1N(C)C do in these assays?
S1P3 ag: -0.7; S1P1 ag pot: -4; HTR1E agonist: -0.3; M1 ag: 2.3; 5HT1E antag: 9; HEK293 NFkB inh: 14; Jurkat viability: 3; HER2 expr 66K: 77; M1 antagonist: 0.81

How did O=C(CSc1nnnn1C1CCCCC1)Nc1cccc(NC(=O)c2ccco2)c1 do in these assays?
S1P3 ag: -1.8; S1P1 ag pot: -5; HTR1E agonist: -0.2; M1 ag: 2.8; 5HT1E antag: 3; HEK293 NFkB inh: 22; Jurkat viability: -4; HER2 expr 66K: 78; M1 antagonist: 0.11

What do the screens show for `CCOC(=O)COc1cccc2c(=O)n(CC(=O)NCc3ccc4c(c3)OCO4)ccc12`?
S1P3 ag: -0.1; S1P1 ag pot: 16; HTR1E agonist: 0.9; M1 ag: 1.8; 5HT1E antag: 47*; HEK293 NFkB inh: 21; Jurkat viability: 51*; HER2 expr 66K: 93; M1 antagonist: 0.59

Additional compounds follow:
How did CCOCCCNC(=O)c1cn(C)c(=O)c2cc(OC)c(OC)cc12 do in these assays?
S1P3 ag: 0.3; S1P1 ag pot: -57; HTR1E agonist: 0.5; 5HT1E antag: 4; HEK293 NFkB inh: 3; Jurkat viability: 0; HER2 expr 66K: 88

Results for Cc1nc(Nc2ncc3c(n2)CC(C)(C)CC3=O)nc2ccccc12 ?
S1P3 ag: -0.2; S1P1 ag pot: -10; HTR1E agonist: -0.5; M1 ag: -0.81; 5HT1E antag: 1; HER2 expr 66K: 124; M1 antagonist: 0.56

Results for O=P(CO)(Cc1ccccc1)Cc1ccccc1 ?
S1P3 ag: -1.3; S1P1 ag pot: -26; HTR1E agonist: -0.1; M1 ag: 0.32; 5HT1E antag: -6; HEK293 NFkB inh: 5; Jurkat viability: -4; HER2 expr 66K: 108; M1 antagonist: 0.24

How did CCN(CC)CCCNC(=O)c1cn(CCOC)c(=O)c2c1c1ccccc1n2C do in these assays?
S1P3 ag: -0.1; S1P1 ag pot: 6; HTR1E agonist: -0.4; M1 ag: -0.22; 5HT1E antag: 4; HEK293 NFkB inh: 9; Jurkat viability: -2; HER2 expr 66K: 91; M1 antagonist: 0.18

How did CCc1nc2ccc(C(=O)NCc3ccco3)cc2nc1CC do in these assays?
S1P3 ag: 1.0; S1P1 ag pot: -14; HTR1E agonist: -0.1; M1 ag: 0.54; 5HT1E antag: 17; HEK293 NFkB inh: -11; Jurkat viability: -3; HER2 expr 66K: 119; M1 antagonist: -0.015

How did O=C1c2ccccc2C(=O)N1CCCOCc1c[nH]c(=O)[nH]c1=O do in these assays?
S1P3 ag: -0.8; S1P1 ag pot: -16; HTR1E agonist: 0.2; M1 ag: -0.41; 5HT1E antag: 4; HEK293 NFkB inh: -4; Jurkat viability: 0; HER2 expr 66K: 95; M1 antagonist: -0.042

Results for O=c1c2c(nc3cc(-c4ccc(F)cc4)[nH]n13)CCCC2 ?
S1P3 ag: -0.1; S1P1 ag pot: -13; HTR1E agonist: 1.4; M1 ag: -0.66; 5HT1E antag: 0; HEK293 NFkB inh: -46; Jurkat viability: 4; HER2 expr 66K: 112; M1 antagonist: -0.33

Results for O=C(CSc1nnnn1-c1ccccc1)CSc1nnnn1-c1ccccc1 ?
S1P3 ag: -0.8; S1P1 ag pot: -5; HTR1E agonist: 2.2; M1 ag: -0.73; 5HT1E antag: -1; HEK293 NFkB inh: 2; Jurkat viability: 9; HER2 expr 66K: 117; M1 antagonist: -0.89

What do the screens show for `COCCN(C(=O)CNC(=O)c1cccs1)C(C(=O)NC1CCCCC1)c1ccco1` (centres undefined)?
S1P3 ag: -1.1; S1P1 ag pot: 8; HTR1E agonist: 0.8; M1 ag: 0.052; 5HT1E antag: 17; HEK293 NFkB inh: 8; Jurkat viability: 4; HER2 expr 66K: 84; M1 antagonist: -0.18

Results for O=C(CCS(=O)(=O)c1cccc2nonc12)N1CCN(c2ccc(F)cc2)CC1 ?
HTR1E agonist: -1.5; M1 ag: 0.04; 5HT1E antag: -3; HEK293 NFkB inh: 14; HER2 expr 66K: 208; M1 antagonist: -6.9*
